Screening data deposited in PubChem by several laboratories.
KCNQ2 block – KCNQ2 potassium channel inhibitors, primary screen, cell-based, CHO-K1, FluxOR thallium flux, B-score (AID 2156); B-score at 10 µM; Potassium voltage-gated channel subfamily KQT member 2 (Rattus norvegicus), O88943; 20 min; stronger effect = lower value; 310,000 compounds, 1.1% hits;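 active = fluorescence ratio B-score at most minus 3 library SDs, with starting brightness B-score within 2 library SDs, cut at about -5.5 in these data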
STK33 kinase inh – inhibitors of purified STK33 kinase, primary screen, biochemical, ADP-Glo luminescence, homogeneous, cell-free; Serine/threonine-protein kinase 33 (Homo sapiens), Q9BYT3; MBP phosphorylation; inhibition, % at 10 µM; 320,000 compounds, 0.073% hits; AID 2661, 2010;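 active = inhibition at or above 25%, using the most active replicate where run in duplicate; inactive = inhibition below 25%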
OX1R FRET antag – antagonists of human orexin 1 receptor (OX1R). OX1R-expressing cells, FRET antagonist read-out. inhibition, % at 6.6 µM. 330,000 compounds, 1.8% hits. AID 485270, 2010; in the data active = inhibition mostly above about 38%, no sharp cut-off; inactive = mostly below about 40%;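 also: 0% = agonist challenge alone and 100% = reference antagonist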
Target sequence (O43613 whole entry, looked up): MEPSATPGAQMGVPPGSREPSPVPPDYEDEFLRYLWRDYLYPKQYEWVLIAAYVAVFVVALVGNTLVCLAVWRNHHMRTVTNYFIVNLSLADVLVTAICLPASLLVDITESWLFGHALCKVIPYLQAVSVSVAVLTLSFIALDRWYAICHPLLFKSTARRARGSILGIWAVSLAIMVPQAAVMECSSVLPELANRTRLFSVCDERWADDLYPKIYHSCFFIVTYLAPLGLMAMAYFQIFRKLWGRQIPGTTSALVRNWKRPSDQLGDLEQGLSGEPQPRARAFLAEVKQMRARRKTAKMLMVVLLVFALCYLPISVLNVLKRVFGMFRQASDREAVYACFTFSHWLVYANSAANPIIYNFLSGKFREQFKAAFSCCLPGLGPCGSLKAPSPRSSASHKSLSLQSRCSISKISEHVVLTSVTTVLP
Starred values were filed as active, the others as inactive; i = inactive; . = no result given.

Molecule,KCNQ2 block,STK33 kinase inh,OX1R FRET antag
O=C(CN1CCN(c2ccccc2F)CC1)NCc1ccccc1,i,6.8,8
Cc1cc(OCC(=O)Nc2c(C)n(C)n(-c3ccccc3)c2=O)ccc1[N+](=O)[O-],i,0.1,29
Cc1ccc(OCC(=O)OCC(=O)c2ccccc2)cc1C,i,-0.3,9
Cc1cccc(-n2cnc(C(=O)N/N=C\c3ccc(Br)cc3)c2)n1,i,.,13
CC1(C)Cc2c(sc(NC(=O)c3ccco3)c2C#N)CO1,i,0.0,6
CCC1=C(OC(=O)N(CC)CC)N2C(=O)OC(=NCCc3c[nH]c4ccccc34)[C@]2(C)[C@H]2C1=CC[C@H]1C(=O)NC(=O)[C@H]12,i,-0.4,15
Cc1nc2cc(NC(=O)CS(=O)(=O)c3ccccc3)ccc2s1,i,-2.3,33
CCN(CC)C(=O)c1sc(NC(=O)C(Sc2ccccc2)c2ccccc2)c(C(=O)OC(C)C)c1C (stereo not given),i,-0.8,-1
O=C(COC(=O)c1ccccc1SCC(=O)NC1CCCCC1)NC1CCCCC1,i,0.0,2
CC1CCN(c2ccccc2N)CC1,i,0.8,-1
Cc1noc(C)c1C(=O)Nc1nccs1,i,-0.6,14
Cc1ccc(-c2csc3ncnc(Sc4nnc(CN5CCCCCC5=O)o4)c23)cc1,i,-1.9,8
CCOc1ccc(C(=O)Oc2cc(C)[nH]c(=O)c2[N+](=O)[O-])cc1,i,-2.2,7
COc1ccc(CCCc2nnc(SCC(=O)Nc3ccc(C)c(C)c3)o2)cc1,i,0.3,1
Cc1nc(NC(=O)CSc2nnnn2C)sc1C,i,0.4,13
Cc1c(C(=O)O)cnc2cc(-c3ccc(Cl)cc3)nn12,i,1.2,22
CC(C(=O)Nc1nccs1)c1ccc([N+](=O)[O-])cc1 (stereo not given),i,-1.2,20
COC(=O)c1cc(S(=O)(=O)N2CCN(c3ccc(OC)cc3)CC2)cn1C,i,0.5,16
Cc1snc(SCc2c(F)cccc2Cl)c1C#N,i,-1.2,12
CS(=O)(=O)N(CC(=O)Nc1ccccc1Cl)c1ccc(Cl)cc1,i,-2.2,4
CCn1c(COc2ccc(=O)n(-c3ccccc3)n2)nnc1SCC(=O)OC,i,-1.5,16
CN(C)S(=O)(=O)c1ccc(S(=O)(=O)N2CCCC2)cc1,i,2.0,4
Cc1ccc(C(=O)NNC(=O)c2ccc(SCC3CCCO3)c([N+](=O)[O-])c2)cc1 (stereo not given),i,-0.3,27
CCN1C(=NCCOC)N[C@@H](c2cccc(F)c2)C(C(=O)OC)=C1C,i,0.7,21

24 entries from above, with the structure last.
KCNQ2 block	STK33 kinase inh	OX1R FRET antag	structure
i	6.8	8	O=C(CN1CCN(c2ccccc2F)CC1)NCc1ccccc1
i	0.1	29	Cc1cc(OCC(=O)Nc2c(C)n(C)n(-c3ccccc3)c2=O)ccc1[N+](=O)[O-]
i	-0.3	9	Cc1ccc(OCC(=O)OCC(=O)c2ccccc2)cc1C
i	.	13	Cc1cccc(-n2cnc(C(=O)N/N=C\c3ccc(Br)cc3)c2)n1
i	0.0	6	CC1(C)Cc2c(sc(NC(=O)c3ccco3)c2C#N)CO1
i	-0.4	15	CCC1=C(OC(=O)N(CC)CC)N2C(=O)OC(=NCCc3c[nH]c4ccccc34)[C@]2(C)[C@H]2C1=CC[C@H]1C(=O)NC(=O)[C@H]12
i	-2.3	33	Cc1nc2cc(NC(=O)CS(=O)(=O)c3ccccc3)ccc2s1
i	-0.8	-1	CCN(CC)C(=O)c1sc(NC(=O)C(Sc2ccccc2)c2ccccc2)c(C(=O)OC(C)C)c1C (stereo not given)
i	0.0	2	O=C(COC(=O)c1ccccc1SCC(=O)NC1CCCCC1)NC1CCCCC1
i	0.8	-1	CC1CCN(c2ccccc2N)CC1
i	-0.6	14	Cc1noc(C)c1C(=O)Nc1nccs1
i	-1.9	8	Cc1ccc(-c2csc3ncnc(Sc4nnc(CN5CCCCCC5=O)o4)c23)cc1
i	-2.2	7	CCOc1ccc(C(=O)Oc2cc(C)[nH]c(=O)c2[N+](=O)[O-])cc1
i	0.3	1	COc1ccc(CCCc2nnc(SCC(=O)Nc3ccc(C)c(C)c3)o2)cc1
i	0.4	13	Cc1nc(NC(=O)CSc2nnnn2C)sc1C
i	1.2	22	Cc1c(C(=O)O)cnc2cc(-c3ccc(Cl)cc3)nn12
i	-1.2	20	CC(C(=O)Nc1nccs1)c1ccc([N+](=O)[O-])cc1 (stereo not given)
i	0.5	16	COC(=O)c1cc(S(=O)(=O)N2CCN(c3ccc(OC)cc3)CC2)cn1C
i	-1.2	12	Cc1snc(SCc2c(F)cccc2Cl)c1C#N
i	-2.2	4	CS(=O)(=O)N(CC(=O)Nc1ccccc1Cl)c1ccc(Cl)cc1
i	-1.5	16	CCn1c(COc2ccc(=O)n(-c3ccccc3)n2)nnc1SCC(=O)OC
i	2.0	4	CN(C)S(=O)(=O)c1ccc(S(=O)(=O)N2CCCC2)cc1
i	-0.3	27	Cc1ccc(C(=O)NNC(=O)c2ccc(SCC3CCCO3)c([N+](=O)[O-])c2)cc1 (stereo not given)
i	0.7	21	CCN1C(=NCCOC)N[C@@H](c2cccc(F)c2)C(C(=O)OC)=C1C

(cont.)
Molecule,KCNQ2 block,STK33 kinase inh,OX1R FRET antag
COc1ccc(CN2C(=O)c3cccnc3C2Nc2ccc(C)cc2)cc1 (stereo not given),i,-0.5,24
CC(C)C(=O)Nc1ccc(Br)cc1Cl,i,0.4,2
CCc1ccc(C2C(C#N)=C(N)C(C#N)(C#N)C3=CCC(C(C)(C)C)CC32)cc1 (stereo not given),i,-0.7,11
O=C(Cc1cccs1)NCCS(=O)(=O)N1CCN(c2cccc(Cl)c2)CC1,i,0.0,10
CC(=O)c1cc2c(=O)c3ccccc3oc2nc1C,i,-2.6,33
Cc1ccc(Nc2nc(/N=C/N(C)C)n[nH]2)cc1C,i,-1.6,29
COn1c(-c2ccc(Cl)cc2)nc2ncccc21,i,-1.0,-6
C=CCSC1=C(C#N)C(c2ccccc2)CC(=O)N1 (stereo not given),i,-1.0,10

O=C(CCc1ccc(S(=O)(=O)N2CCOCC2)cc1)Nc1ccc2ccccc2c1
  KCNQ2 block: i
  STK33 kinase inh: -1.0
  OX1R FRET antag: 5

C=CCc1ccc(OCCn2nnc3ccccc32)c(OC)c1
  KCNQ2 block: i
  STK33 kinase inh: 3.1
  OX1R FRET antag: 35

CC(=O)Nc1ccc(NS(=O)(=O)c2ccc3c(c2)oc(=O)n3C)cc1
  KCNQ2 block: i
  STK33 kinase inh: -0.2
  OX1R FRET antag: 14

O=C(/C=C/c1ccco1)Nc1ccccc1N1CCCC1
  KCNQ2 block: i
  STK33 kinase inh: -0.9
  OX1R FRET antag: 19

CC(C)Sc1nc2c(c(=O)n(C)c(=O)n2C)n1Cc1ccc(Cl)cc1
  KCNQ2 block: i
  STK33 kinase inh: -0.5
  OX1R FRET antag: 10

COc1cc(CNc2ccccc2Oc2cc(=O)n(C)c(=O)n2C)cc(OC)c1OC
  KCNQ2 block: i
  STK33 kinase inh: -0.2
  OX1R FRET antag: 16

CCCNS(=O)(=O)c1ccc2c(c1)CCCN2C(C)=O
  KCNQ2 block: i
  STK33 kinase inh: -0.4
  OX1R FRET antag: 12

Cn1nc(C(=O)NNC(=O)CCc2ccccc2Cl)c2ccccc2c1=O
  KCNQ2 block: i
  STK33 kinase inh: 1.5
  OX1R FRET antag: 18

CCCC(CCC(=O)Nc1cc([N+](=O)[O-])ccc1O)C(=O)O (stereo not given)
  KCNQ2 block: i
  STK33 kinase inh: -0.4
  OX1R FRET antag: 35

Cc1ccc(CSCC(=O)N/N=C/c2ccc(OCC(=O)Nc3ccc(C)cc3)cc2)cc1
  KCNQ2 block: i
  STK33 kinase inh: -1.1
  OX1R FRET antag: 59

S=c1[nH]c2ccccc2n1CCOc1ccccc1
  KCNQ2 block: i
  STK33 kinase inh: -1.7
  OX1R FRET antag: 16

Cc1ccc(C(=O)N/C(=C\c2ccco2)C(=O)N2CCOCC2)cc1C
  KCNQ2 block: i
  STK33 kinase inh: 1.6
  OX1R FRET antag: 15

CN(C)Cc1nc2ccccc2c(=O)n1Cc1nc(-c2cccc([N+](=O)[O-])c2)cs1
  KCNQ2 block: i
  STK33 kinase inh: 0.3
  OX1R FRET antag: 13

O=S(=O)(Nc1nc2ccccc2nc1Cl)c1ccc2ccccc2c1
  KCNQ2 block: i
  STK33 kinase inh: .
  OX1R FRET antag: 32

Cc1cccc(NC(=O)c2ccc([N+](=O)[O-])o2)c1C
  KCNQ2 block: i
  STK33 kinase inh: -1.8
  OX1R FRET antag: 76*

O=C(COC(=O)c1cccnc1Cl)NC(=O)c1ccc(OC(F)F)cc1
  KCNQ2 block: .
  STK33 kinase inh: -2.5
  OX1R FRET antag: 2

Cc1cc(C(=O)N2CCN(c3ncccn3)CC2)nn1C
  KCNQ2 block: i
  STK33 kinase inh: -1.5
  OX1R FRET antag: 1

Cc1ccc(N2CC(C(=O)NC3CC3)CC2=O)cc1 (stereo not given)
  KCNQ2 block: i
  STK33 kinase inh: -1.8
  OX1R FRET antag: 13

CCN(CC)CCn1c(N)cc(=O)[nH]c1=O
  KCNQ2 block: i
  STK33 kinase inh: -0.2
  OX1R FRET antag: 6

Nc1cc(C(=O)OCC(=O)NC(c2ccccc2)c2ccccc2)ccc1Cl
  KCNQ2 block: i
  STK33 kinase inh: -1.2
  OX1R FRET antag: 5

CCCCN(C)CCCNC(=O)CN1N=C(c2ccc(Cl)cc2)CCC1=O
  KCNQ2 block: i
  STK33 kinase inh: 1.8
  OX1R FRET antag: 6

CCC(=O)NC(=S)Nc1ccc(-c2nc3ccc(C)cc3s2)cc1
  KCNQ2 block: i
  STK33 kinase inh: 0.1
  OX1R FRET antag: 16

Brc1ccc(-c2noc(-c3ccccn3)n2)o1
  KCNQ2 block: i
  STK33 kinase inh: 1.8
  OX1R FRET antag: 4

Cc1ccc2ccc3cccnc3c2n1
  KCNQ2 block: i
  STK33 kinase inh: -0.5
  OX1R FRET antag: -9

CCC(=O)NC(Nc1nc2ccc(C)cc2s1)(C(=O)OC)C(F)(F)F (stereo not given)
  KCNQ2 block: i
  STK33 kinase inh: -1.9
  OX1R FRET antag: 2

NNC(=S)Nc1ccc(C(F)(F)F)cc1Cl
  KCNQ2 block: i
  STK33 kinase inh: -0.6
  OX1R FRET antag: 3

O=c1cc(N2CCc3ccccc3C2)[nH]c(=O)n1C1CCCCC1
  KCNQ2 block: i
  STK33 kinase inh: -1.9
  OX1R FRET antag: 15

O=C(NC1CCCCC1)C1CCN(S(=O)(=O)N2CCCCCC2)CC1
  KCNQ2 block: i
  STK33 kinase inh: 1.6
  OX1R FRET antag: 4

One compound at a time, from the list above.
Brc1ccc(-c2noc(-c3ccccn3)n2)o1 in the list: KCNQ2 block = i; STK33 kinase inh = 1.8; OX1R FRET antag = 4
O=C(NC1CCCCC1)C1CCN(S(=O)(=O)N2CCCCCC2)CC1 in the list: KCNQ2 block = i; STK33 kinase inh = 1.6; OX1R FRET antag = 4
